# LGR2 inh = inhibitors of bursicon-induced Drosophila LGR2 receptor cAMP signaling; AID 720647; inhibition, % at 9.99 µM; 380,000 compounds, 0.35% hits; HEK293 LGR2, CRE-luciferase, bursicon-stimulated, 4 h;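 active means drop in luminescence signal, shown as inhibition above about 50% in the replicate tests, limit read from the data, passing the limit was not always enough; inconclusive means probably only some replicates passing the limit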;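 further: agonist challenge used bursicon conditioned medium at about half maximal strength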
# S100A4 inh HTS = inhibitors of human S100A4 binding to myosin IIA peptide; inhibition, % at 10.7 µM; P26447; S100A4/TAMRA-MyoIIA peptide fluorescence polarization; 360,000 compounds, 0.14% hits; AID 652163;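 active means mean inhibition of at least 70% across replicates, with every replicate also reaching that level; inconclusive means mean inhibition reaches 70% but some replicates fall short; inactive means mean inhibition below 70%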
# Target sequence (P26447 whole entry, looked up): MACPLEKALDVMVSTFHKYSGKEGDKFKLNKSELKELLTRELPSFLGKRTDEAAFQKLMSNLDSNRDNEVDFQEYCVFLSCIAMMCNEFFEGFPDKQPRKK
#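 Material: S100A4 monomer protein / Buffer or medium: 50 mM HEPES pH 7.2, 10 mM CaCl2, 100 mM KCl / Times: 5 min incubation before reading / Benchmarks: neutral control DMSO, positive control TFP / Reagent: labelled myosin peptide probe, 5 nM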
# EWS-Fli block = inhibitors of EWS/Fli oncoprotein transcriptional activity | A673 NR0B1-luciferase reporter, viability-normalised | inhibition, % at 12.6 µM | 350,000 compounds, 0.67% hits;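 active means mean inhibition of at least 50% after viability correction, with every replicate also passing that limit; inconclusive means mean reaches 50% but only one of two replicates passes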;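 further: firefly luciferase signal divided by Alamar Blue viability fluorescence both relative to DMSO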
# PglD inh = inhibitors of Campylobacter jejuni PglD acetyltransferase; 360,000 compounds, 0.098% hits; inhibition, % at 12.5 µM; purified PglD enzyme, DTNB colorimetric CoA detection; in the data active means inhibition above about 16%, passing the limit was not always enough; inconclusive means no clear call, values can overlap the other calls; further: strong numbers were not always called active
# FN deposition inh = fibronectin deposition inhibition; AH1F fibroblasts, Alexa488-fibronectin deposition fluorescence, overnight; inhibition, % at 12.6 µM; 350,000 compounds, 0.086% hits;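 active means mean inhibition across replicates of 30% or more, regardless of how many single replicates reach that level; inconclusive means mean under 30% yet at least half of replicates reach 30%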;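 further: positive control wells lacked labelled fibronectin entirely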
#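 Schedule: 1 h cell adhesion before compound, then overnight fibronectin incubation; test system: AH1F fibroblast monolayer depositing Alexa488-labelled fibronectin into matrix; quantity: 10000 AH1F cells per well; probe or stimulus: fluorescent fibronectin at 24 nM final; signal: fluorescence, ex 485 nm, em 525 nm; evaluation: percent inhibition as loss of matrix-bound fibronectin fluorescence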
# PAX8 reporter = PAX8 transcriptional activity inhibition; RMG-I TPO-luciferase reporter, SteadyGlo, 24 h; inhibition, % at 12.6 µM; 360,000 compounds, 1.2% hits;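 active means mean replicate inhibition at least 60% with every replicate also reaching 60%; inconclusive means only one of the two criteria is met; inactive means mean below 60% and not all replicates reaching 60%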;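 further: luciferase light reporting Pax8 driven TPO promoter activity; plate controls were median of neutral control wells for no effect and mitoxantrone controls for full effect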
# PGC1a acetyl inh = modulators of PGC1a acetylation; 350,000 compounds, 0.17% hits; inhibition, % at 15.6 µM; U2OS PGC1a acetylation, AlphaScreen anti-acetyl-lysine; with virally co-expressed GCN5 acetyltransferase;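 active means every replicate shows inhibition of at least 40%; inconclusive means mean inhibition at least 40% but some replicate below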;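 further: 0% = neutral control wells and 100% = positive control wells; some results beyond the cut were filed as inactive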
# ERAP1 inh = inhibitors of human ERAP1 aminopeptidase; recombinant ERAP1, Leu-AMC fluorescence, 60 min; inhibition, % at 10.7 µM; 340,000 compounds, 0.15% hits; AID 652197;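 active means mean replicate inhibition of at least 30%, or all replicates individually reaching that 30% level; inactive means mean below 30% and not every replicate reaching it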;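 further: 0% = neutral control wells and 100% = L-leucinethiol positive control wells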
# Target sequence (Q9NZ08 whole entry, looked up): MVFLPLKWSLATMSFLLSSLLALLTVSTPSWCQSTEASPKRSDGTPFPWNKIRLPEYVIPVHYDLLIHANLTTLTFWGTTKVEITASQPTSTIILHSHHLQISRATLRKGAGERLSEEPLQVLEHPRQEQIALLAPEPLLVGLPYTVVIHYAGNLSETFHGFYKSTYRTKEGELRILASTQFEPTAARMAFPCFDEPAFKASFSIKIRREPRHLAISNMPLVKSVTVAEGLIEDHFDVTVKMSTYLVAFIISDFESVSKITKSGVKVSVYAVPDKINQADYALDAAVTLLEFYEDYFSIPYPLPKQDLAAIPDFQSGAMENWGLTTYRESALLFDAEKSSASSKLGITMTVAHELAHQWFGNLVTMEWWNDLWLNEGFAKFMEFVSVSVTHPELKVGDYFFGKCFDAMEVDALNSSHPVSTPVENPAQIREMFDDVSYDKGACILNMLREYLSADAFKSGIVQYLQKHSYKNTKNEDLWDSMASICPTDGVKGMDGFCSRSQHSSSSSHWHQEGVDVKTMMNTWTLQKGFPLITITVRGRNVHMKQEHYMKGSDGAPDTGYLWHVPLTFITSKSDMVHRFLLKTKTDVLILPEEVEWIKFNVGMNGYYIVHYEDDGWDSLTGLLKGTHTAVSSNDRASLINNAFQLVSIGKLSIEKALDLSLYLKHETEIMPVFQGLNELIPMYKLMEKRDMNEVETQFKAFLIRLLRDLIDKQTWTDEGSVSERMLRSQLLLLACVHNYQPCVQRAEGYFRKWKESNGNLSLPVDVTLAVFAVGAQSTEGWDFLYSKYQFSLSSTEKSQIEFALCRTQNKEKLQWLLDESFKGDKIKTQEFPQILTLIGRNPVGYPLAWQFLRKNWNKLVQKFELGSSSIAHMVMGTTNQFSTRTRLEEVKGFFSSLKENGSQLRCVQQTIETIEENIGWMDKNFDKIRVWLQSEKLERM
# Numbers without * were called inactive; ? = inconclusive; . = not tested or not shown; & = joins results of further samples.
SMILES,LGR2 inh,S100A4 inh HTS,EWS-Fli block,PglD inh,FN deposition inh,PAX8 reporter,PGC1a acetyl inh,ERAP1 inh
COc1ccc(C2CC(c3cccs3)=NN2C(=O)c2ccco2)cc1OC (stereo unspecified),5,-4,-4,3,-5,-3,3,.
Fc1ccc(/C=N/NC(=S)Nc2cccnc2)cc1,-70,-2,-1,13,0,-6,7,-1
Cc1ccc(S(=O)(=O)N(CC(=O)Nc2cccnc2)c2cccc([N+](=O)[O-])c2)cc1,2,-2,40,1,3,22,-28,-2
CCOC(=O)N1CCN(C(=O)C(=O)Nc2sc3c(c2C(N)=O)CC(C)(C)OC3)CC1,-8,0,.,.,-6,-10,13,0
CCC(C)NC(=O)CSc1nnc(-c2c[nH]c3ccccc23)o1 (stereo unspecified),11,-1,6,.,-2,8,12,8
COc1cccc(S(=O)(=O)N[C@H]2C=C[C@@H](CC(=O)NCc3ccc(Cl)cc3)O[C@@H]2CO)c1,6,-4,0,-1,.,7,-3,0
COc1ccc(C/C(C)=N/NC(=S)Nc2ccccc2)cc1,.,1,-52,-5,11,-114,.,0
O=C1C2C(C(=O)N1c1ccc3c(c1)OCO3)C1C=CC2C12CC2 (stereo unspecified),-2,0,0,-3,.,.,-8,-1
Clc1ccc(-c2cc(C3CCNCC3)[nH]n2)cc1,1,-1,1,.,-6,16,-21,-6
Cc1nn(-c2ccccc2)c(Cl)c1/C=C1\SC(=S)N(CCCCCC(=O)O)C1=O,9,-5,10,.,0,31,2,-11
O=C(Nc1cccc(S(=O)(=O)N2CCOCC2)c1)C1CCN(S(=O)(=O)c2ccccc2)CC1,8,-3,0,1,-6,29,0,-3
COc1ccc2c3c([nH]c2c1)[C@H](CO)N(Cc1cccnc1)CC31CCN(C(=O)CN(C)C)CC1,-5,-12,-1,.,7,.,1,2
C[C@@H]1CN([C@@H](C)CO)C(=O)c2cc(NC(=O)CCN3CCOCC3)ccc2O[C@H]1CN(C)S(=O)(=O)c1ccc(F)cc1,13,1,17,-2,.,-19,0,0
COc1ccc(Cl)cc1NC(=O)COC(C)=O,-5,-3,10,.,-7,4,.,0
CC(Sc1ncnc2sc(-c3ccccc3)cc12)C(=O)NCC1CCCO1 (stereo unspecified),11,9,-47,-10,-5,-4,-6,6
O=C(c1ccc2c(c1)OCCO2)C1CCN(S(=O)(=O)c2ccc(F)cc2)CC1,?,.,.,-4,-1,.,-12,.
COCCNC(=O)[C@@]1(Cc2ccccc2)C=C[C@@H](C)N1C(C)=O,3,-3,-34,4,8,-37,3,-4
CCCCOc1ccc(C(=O)Nc2ccc(SC(F)F)cc2)cc1OC,16,-1,-18,.,-10,-20,-12,-3
Cc1ccc(S(=O)(=O)N[C@H]2CC[C@@H](CCn3cc(C4CCCC4)nn3)O[C@H]2CO)cc1,-3,0,-3,.,0,.,5,-4
CC(C)C1C(=O)N(Cc2cn(CC3CCCCC3)nn2)CCS(=O)(=O)N1Cc1ccc(-c2ccc(F)cc2)cc1 (stereo unspecified),29,5,10,.,-13,14,-14,.
O=C(NC1CCC1)[C@H]1[C@H](CO)[C@H]2Cn3c(ccc(-c4ccncc4)c3=O)[C@@H]1N2Cc1cocn1,-22,29,-7,-3,-4,-8,5,5
CC1CCN(S(=O)(=O)c2ccc3c(c2)N(CC(=O)N(C)Cc2ccco2)C(=O)CO3)CC1,-63,-4,.,-1,-5,15,-3,0
CCOC(=O)C1CN(S(=O)(=O)c2ccc(OC)cc2)c2cc(S(=O)(=O)CC)ccc2O1 (stereo unspecified),.,.,.,6,5,9,8,.
Cc1ccc(C2=NN(S(C)(=O)=O)C(c3ccc4nccnc4c3)C2)cc1 (stereo unspecified),-3,-8,-94,.,12,-51,.,-3
C[C@H]1CN([C@@H](C)CO)C(=O)Cc2cc(NC(=O)Cn3cnnn3)ccc2O[C@H]1CN(C)Cc1ccc(C(=O)Nc2ccccc2N)cc1,-8,1,-2,.,.,11,-10,-1
CCCCn1c(N)c(N(CC(C)C)C(=O)COC(=O)Cc2c(C)nc3ccccc3c2C)c(=O)[nH]c1=O,-5,0,5,.,-17,6,.,4
COc1ccc(-c2ccc([C@@H]3[C@@H](CO)N4C(=O)CNC[C@@H]34)cc2)cc1,-11,-17,-2,.,.,.,4,-1
O=C(Cc1ccccc1)Nc1ccc(NC(=O)c2ccccc2)c(Cl)c1,-17,-1,-17,-1,2,-6,-2,0
CC(=O)N1[C@@H]2CN(S(=O)(=O)c3cccc(C)c3)c3ccccc3[C@@H]2[C@@H]1CO,4,.,8,1,.,-3,-6,.
CCC(C(=O)NCc1ccccc1)n1c(Cc2cc(F)cc(F)c2)nc2ccccc21 (stereo unspecified),14,-6,-1,.,1,-2,.,6
COc1cccc(-c2ccc(C3[C@@H]4CN(C(=O)C5CCC5)C[C@H]3N4)cc2)c1 (stereo partly specified),-2&-6,-1&8,-7&-2,.,5&-1,.,-15&-3,-2&1
Cc1ccc(NC(=O)c2ccc3c(SCC(=O)O)c4c(nc3c2)CCCC4)c(Br)c1,-7,-1,7,-1,-2,-9,-13,-6
CSc1cccc(NC(N)=O)c1,-1,-3,0,2,1,-15,12,-1
O=C(Cc1n[nH]c(=O)c2ccccc12)Nc1cccc(S(=O)(=O)N2CCCCCC2)c1,0,2,17,-6,3,27,-30,5
CCCC(=O)Nc1ccc2c(c1)C(=O)N(C)C[C@@H](OC)[C@@H](C)CN(Cc1ccccc1F)[C@@H](C)CO2,-1,28,9,-1,-14,.,2,3
COc1ccc(NC(=O)N(C)C[C@H]2Oc3ccc(NC(=O)Cn4cnnn4)cc3CC(=O)N([C@@H](C)CO)C[C@@H]2C)cc1,-7,2,-2,-3,.,-24,-5,0

# In the list so far, these have a furan ring, fused or not:
SMILES,LGR2 inh,S100A4 inh HTS,EWS-Fli block,PglD inh,FN deposition inh,PAX8 reporter,PGC1a acetyl inh,ERAP1 inh
COc1ccc(C2CC(c3cccs3)=NN2C(=O)c2ccco2)cc1OC (stereo unspecified),5,-4,-4,3,-5,-3,3,.
CC1CCN(S(=O)(=O)c2ccc3c(c2)N(CC(=O)N(C)Cc2ccco2)C(=O)CO3)CC1,-63,-4,.,-1,-5,15,-3,0

# Later entries.
SMILES,LGR2 inh,S100A4 inh HTS,EWS-Fli block,PglD inh,FN deposition inh,PAX8 reporter,PGC1a acetyl inh,ERAP1 inh
Cn1ccc2c(-c3cccnc3)cc3c(c21)C1CCC3O1 (stereo unspecified),-10,3,3,3,-8,-13,10,-1
O=C(Nc1ccc(Cl)cn1)C1COc2ccccc2O1 (stereo unspecified),-50,5,12,.,-6,6,-3,-1
COc1cccc(-c2nnc(NC(=O)c3ccc(Cl)s3)o2)c1,2,0,14,-2,-3,-17,-2,4
O=C(COC(=O)c1cc(Br)ccc1O)NCC1CCCO1 (stereo unspecified),1,-1,-16,-6,3,-15,12,-3
CN(C)Cc1cn(CC[C@@H]2CC[C@@H](NS(=O)(=O)c3ccc(-c4ccccc4)cc3)[C@H](CO)O2)nn1,-2,15,11,12,1,2,0,-3
O=C(NCC(=O)N1CCN(S(=O)(=O)c2ccccc2)CC1)c1ccc2ccccc2c1,18,-2,-6,-5,3,11,-1,-1
CCN(CC)C(=O)OCCc1cc2ccccc2c(=O)o1,-7,-1,-10,-4,-10,3,5,0
CC(=O)Nc1cc(C(=O)OCc2cccc([N+](=O)[O-])c2)ccc1C,4,-3,-9,.,-11,-6,?,1
O=C(NNC(=O)c1cccc(S(=O)(=O)Nc2ccccc2F)c1)c1ccncc1,14,-2,-23,-12,5,11,2,-1
O=C(Nc1ccc(Cc2ccncc2)cc1)c1ccc(S(=O)(=O)N2CCOCC2)cc1,10&10,-1,.,-3,.,.,11,7
CNC[C@H]1Oc2cc(C#C[C@H](C)O)ccc2S(=O)(=O)N([C@H](C)CO)C[C@@H]1C,-5,-4,3,3,-6,.,4,-1
CN(CC(=O)NC1CCCCCC1)S(=O)(=O)c1ccc(Br)cc1,4,3,.,4,-8,.,.,1
Cc1cc(CN2CCN(c3ncc(Cc4ccccc4)cn3)CC2)cc(C)c1O,-2,-13,8,.,2,17,.,-2
COc1ccc(-c2ocnc2C(=O)Nc2ccc3c(c2)CCC3)cc1,-17,4,-21,-2,-9,-19,-5,-6
CCC(C)NC(=O)c1ccccc1NC(=O)c1ccc(CSc2ccc(C)cc2)cc1 (stereo unspecified),.,-1,0,-2,.,.,-7,2
Cc1c(O)c(C)c2c(c1O)C(=O)C[C@@H](c1ccccc1)O2,14,-3,4,2,1,-14,.,3
CC(C)(C)c1ccc(C(=O)NNC(=O)CCC(=O)Nc2ccccc2)cc1,-15,-31,-21,-3,2,.,.,-3
Cc1cc(C(=O)Nc2cccc3c2O[C@H](CN(C)S(=O)(=O)c2ccc(Cl)cc2)[C@@H](C)CN([C@@H](C)CO)C3=O)n(C)n1,-9,1,5,0,.,-8,4,0
C[C@@H]1CN([C@H](C)CO)C(=O)c2cc(-c3cccc(F)c3)cnc2O[C@H]1CN(C)S(C)(=O)=O,13,2,-5,3,-4,.,3,-5
C[C@H](CO)N1C[C@H](C)[C@H](CN(C)Cc2ccc(C(=O)O)cc2)Oc2c(NC(=O)C3CCOCC3)cccc2C1=O,4,11,0,-3,.,1,10,0
CC(C)NC(=O)N(C)C[C@@H]1Oc2c(NC(=O)Nc3ccc(C(F)(F)F)cc3)cccc2C(=O)N([C@H](C)CO)C[C@@H]1C,-10,-7,-20,8,.,37,1,-1
CCCCC(CC)C(=O)Oc1ccc(O)c(C(C)(C)C)c1 (stereo unspecified),-1,-8,17,-2,12,-8,4,3
COc1cccc(/C=C/C(=O)c2cccc([N+](=O)[O-])c2)c1,-12,0,-15,.,-2,5,.,6
Cc1cc([N+](=O)[O-])ccc1NC(=O)CN1C2CCC1CC(NC(=O)NC13CC4CC(CC(C4)C1)C3)C2 (stereo unspecified),.,5,32,4,.,10,.,-4
Cc1ccccc1C(=O)N1CCC(C(=O)Nc2ccc3c(c2)OCO3)CC1,-8,-3,-2,0,.,1,0,2
Cc1ccc(S(=O)(=O)N(C)C[C@@H]2OCCCC[C@@H](C)Oc3ccc(NC(=O)NC4CCCCC4)cc3C(=O)N([C@@H](C)CO)C[C@@H]2C)cc1,2,-3,16,0,0,16,1,-2
CCOC(=O)Oc1ccc2oc(=O)cc(C)c2c1,.,.,.,0,-2,-23,10,.
COc1ccc(CNc2nc(-c3cccnc3)nn2C(=O)CC(C)C)cc1,12,29,-3,.,-20,-11,.,-8
CCN(CC(=O)Nc1ccc(OC)cc1)C(=O)Cc1ccc(OC)c(S(=O)(=O)N2CCOCC2)c1,-13,2,-5,-5,1,-12,-1,3
Oc1ccccc1Oc1ncc(Br)c(Cl)n1,2,-3,26,-2,-2,22,-5,0
O=C1CN(c2ccccc2)C(=S)N1C(=O)c1ccccc1,-42,-10,-91,3,3,-61,3,-4
CCC(=O)N(C)C[C@@H]1Oc2cc(/C=C/c3ccccc3)ccc2S(=O)(=O)N([C@@H](C)CO)C[C@H]1C,14,-1,-7,-2,-2,.,-4,4
COC(=O)N1C(=O)[C@](c2ccsc2)(C(C)C)N1C(=O)OC,3,-4,11,7,-2,15,8,-4

# Assay outcomes (PubChem)
